GPR151 activ: activators of human GPR151. hit rate 1% among 650,000. Q8TDV0. PathHunter beta-arrestin GPR151 cells, luminescence. activation, % at 11.2 µM; in the data active means activation above about 4.9%;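 further: 0% = median of compound wells and 100% = cells with positive control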
Target sequence (Q8TDV0 whole entry, looked up): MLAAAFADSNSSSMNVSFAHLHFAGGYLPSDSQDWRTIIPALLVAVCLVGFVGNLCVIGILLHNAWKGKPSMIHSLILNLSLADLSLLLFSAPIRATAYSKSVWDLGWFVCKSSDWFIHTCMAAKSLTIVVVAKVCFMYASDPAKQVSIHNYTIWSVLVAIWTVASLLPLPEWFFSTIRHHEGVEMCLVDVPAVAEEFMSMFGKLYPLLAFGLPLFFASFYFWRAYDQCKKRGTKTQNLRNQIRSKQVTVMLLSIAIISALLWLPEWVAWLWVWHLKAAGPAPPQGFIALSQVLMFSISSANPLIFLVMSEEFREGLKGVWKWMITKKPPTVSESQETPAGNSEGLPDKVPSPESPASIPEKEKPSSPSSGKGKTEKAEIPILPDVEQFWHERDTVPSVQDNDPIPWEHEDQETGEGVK
FBW7 act: human FBW7 E3 ligase activation, primary screen; normalized activity (activation), % at 26.1 µM; Q969H0; AlphaScreen FBW7–phospho-cyclin E peptide binding, activator screen; AID 1259310; hit rate 0.13% among 650,000; in the data active means normalized activity above about 1.9%;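 further: purified mutant Fbw7 with reduced substrate affinity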
TEAD-YAP block: TEAD-YAP interaction inhibition; hit rate 1.4% among 640,000; AID 1259422; HEK-TIYL cells, TEAD-Gal4/YAP UAS-luciferase luminescence; inhibition, % at 9.12 µM; in the data active means inhibition above about 32%;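 further: 0% = median of test compound wells and 100% = reference inhibitor wells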
MITF primary: inhibitors of human MITF; O75030; hit rate 0.91% among 650,000; inhibition, % at 2.6 µM; AlphaScreen MITF homodimerization, bead proximity signal; in the data active means inhibition above about 50%;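 further: 0% = vehicle wells with protein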
Target sequence (O75030 whole entry, looked up): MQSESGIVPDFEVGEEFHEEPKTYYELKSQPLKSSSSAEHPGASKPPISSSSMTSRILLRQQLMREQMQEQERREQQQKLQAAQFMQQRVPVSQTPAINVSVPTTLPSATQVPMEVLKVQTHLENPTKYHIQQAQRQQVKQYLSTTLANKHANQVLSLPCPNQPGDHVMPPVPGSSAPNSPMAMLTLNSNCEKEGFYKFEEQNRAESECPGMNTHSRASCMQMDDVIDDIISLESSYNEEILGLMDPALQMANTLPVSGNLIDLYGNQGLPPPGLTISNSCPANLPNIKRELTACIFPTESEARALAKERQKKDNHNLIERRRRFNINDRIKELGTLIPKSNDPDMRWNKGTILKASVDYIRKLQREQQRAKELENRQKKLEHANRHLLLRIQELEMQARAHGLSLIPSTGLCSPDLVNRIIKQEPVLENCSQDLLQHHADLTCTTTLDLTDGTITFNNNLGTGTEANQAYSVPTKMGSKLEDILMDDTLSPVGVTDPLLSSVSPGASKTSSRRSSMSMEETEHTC
Starred values were filed as active, the others as inactive.

SMILES | GPR151 activ | FBW7 act | TEAD-YAP block | MITF primary
CC(C)[C@H](O)C(=O)N1CCC(Nc2ccc3[nH]ncc3c2)CC1 | -0.9 | -0.6 | 8 | 5
O=C(COC(=O)CCc1nc2ccccc2s1)NCCCN1CCCC1=O | -1.7 | 0.0 | -2 | -7
COC(=O)C(CC(C)C)NC(=O)c1ccc(Br)cc1 (stereo not given) | 0.5 | -0.1 | -3 | 15
COc1ccc(C2CC(C(F)(F)F)n3nc(C(=O)Nc4ccc(C(C)O)cc4)c(Cl)c3N2)cc1OC (stereo not given) | -0.5 | 0.0 | 3 | -7
Cc1ccc(OCC(=O)Nc2ccc(S(=O)(=O)Nc3onc(C)c3C)cc2)cc1C | 0.3 | 0.1 | 9 | 10
CCN(CC)C(=O)CN(c1ccccc1OC)S(=O)(=O)c1ccccc1C(F)(F)F | -1.9 | 0.0 | 4 | -6
CC1(C)NC(=O)N(CC(O)COc2ccc(Br)cc2)C1=O (stereo not given) | 1.0 | 0.1 | 2 | 5
COc1cccc(CNn2c(-c3cc(OC)c(OC)c(OC)c3)nc3ccccc3c2=O)c1O | 1.4 | 0.0 | 4 | 14
CCC(C)(C)n1nnnc1CN1CCN(c2cccc(Cl)c2)CC1 | 1.0 | 0.5 | 10 | -7
CCSc1nnc(NC(C)=O)s1 | -1.4 | 0.6 | -1 | -10
CN(C)c1ccc(/C=N/NC(=O)CNC(=O)CCc2ccccc2)cc1 | -0.7 | -0.1 | 1 | 0
Cc1ccc(-c2nnn(CC(=O)Nc3ccc(OC(F)(F)F)cc3)n2)cc1 | -0.4 | 0.0 | 2 | -10
Cc1ccc(C(=O)Nc2cnc3ccccc3c2)cc1I | -0.4 | 0.1 | -28 | 3
O=c1[nH]c2cc([N+](=O)[O-])c(N3CCCCC3)c([N+](=O)[O-])c2[nH]1 | 0.5 | -0.4 | -3 | -5
Cc1cc(C)c(C#N)c(Nc2ccccc2C)n1 | 0.6 | -0.1 | -4 | 1

Complete entries, looked up by structure. Screens in order: GPR151 activ	FBW7 act	TEAD-YAP block	MITF primary
`CCSc1nnc(NC(C)=O)s1` reads -1.4	0.6	-1	-10
`CN(C)c1ccc(/C=N/NC(=O)CNC(=O)CCc2ccccc2)cc1` reads -0.7	-0.1	1	0
`CCN(CC)C(=O)CN(c1ccccc1OC)S(=O)(=O)c1ccccc1C(F)(F)F` reads -1.9	0.0	4	-6
`Cc1cc(C)c(C#N)c(Nc2ccccc2C)n1` reads 0.6	-0.1	-4	1
`Cc1ccc(OCC(=O)Nc2ccc(S(=O)(=O)Nc3onc(C)c3C)cc2)cc1C` reads 0.3	0.1	9	10

A second format for part of the listing above:
structure,GPR151 activ,FBW7 act,TEAD-YAP block,MITF primary
CC1(C)NC(=O)N(CC(O)COc2ccc(Br)cc2)C1=O (stereo not given),1.0,0.1,2,5
COc1cccc(CNn2c(-c3cc(OC)c(OC)c(OC)c3)nc3ccccc3c2=O)c1O,1.4,0.0,4,14
CCC(C)(C)n1nnnc1CN1CCN(c2cccc(Cl)c2)CC1,1.0,0.5,10,-7
CCSc1nnc(NC(C)=O)s1,-1.4,0.6,-1,-10
CN(C)c1ccc(/C=N/NC(=O)CNC(=O)CCc2ccccc2)cc1,-0.7,-0.1,1,0

(list continues)
SMILES | GPR151 activ | FBW7 act | TEAD-YAP block | MITF primary
O=C(CN1CCN(c2ccc(F)c(F)c2)C1=O)N1CCN(c2ccccc2Cl)CC1 | -0.8 | 0.5 | -3 | 5
CCc1nc(NCCc2ccccn2)c2nnn(Cc3ccccc3F)c2n1 | -0.4 | 0.4 | 3 | 13
C=CCn1c(SC(C)C)nc2c1c(=O)[nH]c(=O)n2C | 1.0 | 0.1 | -6 | -3
CC(=O)Oc1cc(-c2ccccc2)cc2oc(-c3ccccc3)cc12 | 0.0 | 0.0 | -50 | -4
COc1ccc(NC(=O)C2(c3ccc(OC)c(OC)c3)CCOCC2)cc1 | -0.6 | 0.0 | -5 | -10
CCc1ccc(NC(=O)C2CCN(S(=O)(=O)c3ccc4c(c3)oc(=O)n4C)CC2)cc1 | 0.1 | -0.1 | 3 | -8
CCOc1ccc(C(=O)Nc2ccc3nc(N4CCN(CC)CC4)cc(C)c3c2)cc1 | -1.9 | -0.2 | -6 | 1
Cc1ccc(NC(=O)CSc2nnc(C(C)C)n2C)c(C)c1 | -0.3 | 0.6 | 0 | 8
COC(=O)c1c(C(=O)c2ccc(F)cc2)[nH]c2ccccc12 | 0.2 | 0.0 | 50* | 0
Cc1cccc(-n2c(O)c(C=Nc3cc(C(=O)O)ccc3C)c(=O)[nH]c2=O)c1 | 1.5 | 0.2 | -4 | -7
CCOC(=O)c1c(NC(=O)c2cccs2)sc(C)c1CC | 0.3 | 0.3 | 3 | 14
CC1=C(C(=O)Nc2cccc(C(F)(F)F)c2)C(c2ccc(C(C)(C)C)s2)C2=C(CCCC2=O)N1 (stereo not given) | -0.4 | 0.0 | 12 | 1
COc1cc(CO)ccc1OCc1nnnn1-c1ccc(C)cc1 | -0.7 | 0.2 | 6 | 2
CCCCOc1ccccc1NC(=O)CC1Sc2ccccc2NC1=O (stereo not given) | 1.3 | -0.3 | 1 | -8
COc1cc(OC)cc(C(=O)NCc2nnc(SCC(=O)N3N=C(c4ccc(Br)cc4)CC3c3ccc(C)cc3)n2C)c1 (stereo not given) | -1.5 | 0.0 | 5 | -17
COC(=O)c1ccc2nc(NC(=O)c3ccccc3)sc2c1 | -8.9 | -0.1 | -16 | -2
CCN1CCN(c2nc3c(c(=O)n(C)c(=O)n3C)n2Cc2ccc(Br)cc2)CC1 | 0.9 | -0.1 | 2 | 0
COC(=O)c1ccc(C2NC(=O)NC(=O)N2)cc1 | 0.9 | 0.0 | 1 | 1
O=C(Nc1nc(-c2ccc(Br)cc2)cs1)c1ccc(Cl)cc1Cl | -0.4 | -0.2 | -5 | -3
NC(=O)c1ccccc1Nc1ccnc(Nc2ccc3ccccc3c2)c1 | 2.5 | 0.2 | -12 | 23
c1ccc(Oc2ccc(-c3[nH]c(-c4cccc5ccccc45)nc3-c3ccccc3)cc2)cc1 | -0.1 | -0.1 | -3 | 3
CC1=C(CCN2CCC3(CCC(CNC(=O)c4ccco4)O3)CC2)C(C)(C)CCC1 (stereo not given) | 0.2 | 0.0 | 1 | -5
COc1cc(NC(=O)CSc2nc3[nH]ncc3c(=O)n2-c2ccc(Cl)cc2)cc(OC)c1 | 0.4 | 0.7 | 17 | 10
O=C(Nc1ccc(S(=O)(=O)Nc2nccs2)cc1)C(Cl)(Cl)Cl | 0.1 | 0.2 | 2 | 21
O=C(Nc1ccc2ccccc2c1)/C(=C\C=C\c1ccccc1)NC(=O)c1ccccc1Cl | 2.2 | 0.0 | -2 | 7
CCCCNC(=O)CCc1nc(-c2cccc(C)c2)no1 | -1.0 | 0.1 | -11 | 7
O=c1[nH]c2cccnc2[nH]c1=O | 10* | 0.1 | 7 | 20
COc1ccc(OC)c(NC(=O)Cc2ccccc2OC)c1 | 2.0 | -0.1 | -8 | -7
CCN1CCN(C(=O)C2CCN(S(=O)(=O)c3cccc4cccnc34)CC2)CC1 | 0.0 | 0.2 | -5 | 1
COCCCNC(=O)NC(C)c1c(-n2cccc2)sc(C)c1C (stereo not given) | -0.2 | -0.2 | 3 | 8
Cc1ccc2nc(C3CCCCN3C(=O)Cc3ccc(-n4nnnc4C)cc3)[nH]c2c1 (stereo not given) | 1.5 | -0.1 | -19 | 1
CS(=O)(=O)N(CC(=O)NCCSCc1ccco1)c1cc(Cl)cc(Cl)c1 | 1.6 | 0.1 | -1 | 12
CCc1nnc(NC(=O)C2CCC(CNc3c(N4CCOCC4)c(=O)c3=O)CC2)s1 (stereo not given) | -2.2 | 0.2 | -6 | 10
CC1CCCN(c2ncnc3c2cnn3C)C1 (stereo not given) | 0.1 | -0.1 | -12 | 12
O=C(CSc1nnc(NC(=O)c2cc(Br)ccc2Cl)s1)Nc1ccccc1C(F)(F)F | -1.2 | -0.1 | -9 | -4
CC(C)Sc1ccc(CC(=O)Nc2ccc3cn[nH]c3c2)cc1 | 0.2 | 0.3 | -25 | 0
CC1CCN(S(=O)(=O)c2cccc(C(=O)NC(C)(C)CO)c2)CC1 | 0.6 | -0.2 | -4 | -11
Cc1cccc(/C=N/NC(=O)C(C)Nc2n[nH]c(=O)[nH]c2=O)c1 (stereo not given) | 2.6 | 0.0 | 6 | 0
CCCC(=O)NCc1ccc2[nH]c3c(c2c1)CCCC3 | 2.3 | 0.3 | 19 | 16
COc1cc(NC(=O)c2cc(-c3cccs3)on2)cc(OC)c1OC | -0.4 | -0.1 | 36* | -5
Cc1ccc(C2C3=C(CCCC3=O)OC3=C2C(=O)CCC3)cc1 | -0.5 | -0.1 | 3 | 7
CC1=C(C(=O)OC2CCCCCC2)C(c2cccc3ccccc23)NC(=O)N1 (stereo not given) | -0.2 | 0.0 | -12 | 3
O=C(COc1ccc(F)cc1)NC(C(=O)O)C12CC3CC(CC(C3)C1)C2 (stereo not given) | 0.0 | 0.6 | 0 | 5
O=C(CNCC1(N2CCOCC2)CCCCC1)Nc1ccc(Cl)cc1 | 0.3 | 0.0 | -2 | -5
Cc1ccccc1C(=O)Nc1ccc2nc(SCC(=O)NCc3ccccc3)sc2c1 | 1.7 | 0.0 | -2 | 8
COc1ccccc1-n1c(SCC(=O)N(C)C2CCCCC2)nnc1-c1ccncc1 | 0.9 | 0.1 | 0 | 20
O=C(Nc1cccc(F)c1)c1cc2ccccc2oc1=O | -1.5 | 0.0 | -54 | 15
Nc1ccc(Cl)c(S(=O)(=O)Nc2ccc(Br)cc2)c1 | 0.2 | -0.1 | -4 | -7
CC(=O)NC1(C(F)(F)F)C(=O)N(CC(C)C)C2=C1C(=O)CC(C)(C)C2 (stereo not given) | -0.4 | 0.1 | -9 | 14
CCOC(=O)N1CCN(c2cc(=O)n(-c3cccc(C)c3)c(=O)[nH]2)CC1 | 0.3 | -0.1 | 6 | -4
COC(=O)c1ccc(/C=C2\N=C(c3ccc(Br)cc3)OC2=O)cc1 | 1.0 | 0.1 | -1 | 11
COc1cccc(Nc2nc(C)cc(C)c2C#N)c1 | 0.5 | 0.6 | -8 | 6
CC1CC(C)CN(S(=O)(=O)c2ccc(C(=O)Nc3nc(-c4ccc(C(C)(C)C)cc4)cs3)cc2)C1 (stereo not given) | -0.3 | -0.1 | 1 | 24
COc1ccc(Cl)cc1NC(=O)C(=O)NCc1ccco1 | -0.7 | 0.0 | -3 | 8
CCOc1ccccc1N1CCN(C(=O)c2cc3ccccc3oc2=O)CC1 | 1.4 | 1.0 | 0 | 7
O=C(c1cccc(I)c1)n1nnc2ccccc21 | 0.4 | 0.0 | 0 | 10
CCc1nc(SCC(=O)NCc2cccs2)c2c(C)c(C)sc2n1 | -0.5 | 8.1* | -6 | 4
CC1C(=O)N2CCCc3cc(S(=O)(=O)NC4CC4)cc1c32 (stereo not given) | -0.9 | -0.1 | -7 | 3
Cc1ccc(C=Nc2cccc3nsnc23)c(O)c1 | 1.6 | 0.1 | 5 | 9
O=C(O)CC(c1ccc(Cl)cc1)N1C(=O)CCC1=O (stereo not given) | 0.9 | 0.0 | 16 | 7

(further entries)
SMILES | GPR151 activ | FBW7 act | TEAD-YAP block | MITF primary
Cc1nn2c(=O)cc(CSc3nc4ccccc4[nH]3)nc2s1 | 2.5 | 0.0 | -11 | 2
CCc1ccc(NC(=O)c2ccc(F)c(S(=O)(=O)NCc3ccc(Cl)c(Cl)c3)c2)cc1 | -0.9 | -0.1 | 8 | -6
O=C(CSc1nc2[nH]ncc2c(=O)n1-c1cccc(C(F)(F)F)c1)c1ccccc1 | -0.2 | 0.1 | 6 | 5
CCOC(=O)c1ccc(NC(=O)C2CCCN(S(=O)(=O)c3cnc[nH]3)C2)cc1 (stereo not given) | -1.1 | 0.9 | 4 | 22
Cc1[nH]c(=O)[nH]c(=O)c1/C=N/Nc1ccccc1 | 0.6 | -0.1 | 1 | 10
CCN(CC)S(=O)(=O)c1ccc(Oc2ccc(S(=O)(=O)N(CC)CC)cc2)cc1 | 0.4 | 0.0 | 0 | 10
Cc1cc(N2CCOCC2)nc2ccc(NC(=O)C3CCCCC3)cc12 | 1.7 | 0.1 | -12 | 4
CCOc1ccc(/C=C2/OC(=O)c3c2cc(C)[nH]c3=O)cc1OC | -0.3 | 0.1 | -2 | 5
Cc1ccc(Oc2cccc(NC(=O)c3cccc4ccccc34)c2)nn1 | 5.6* | 0.1 | 4 | 9
COc1ccc(C2SCCN2S(=O)(=O)c2ccc([N+](=O)[O-])cc2)cc1OC (stereo not given) | 1.8 | 0.8 | -4 | 17
COc1ccc2cc(CN(CCO)C(=O)Nc3cccc(Cl)c3)c(=O)[nH]c2c1 | -0.8 | -0.2 | 5 | 0
O=C(/C=C/c1ccc2c(c1)OCO2)OCC(=O)c1cccs1 | 0.2 | -0.1 | -19 | -11
Cc1ccc(NS(=O)(=O)c2c(C)[nH]c(=O)[nH]c2=O)cc1 | 0.2 | -0.1 | 0 | -2
NC(=O)c1ccc(-n2c(CCC(=O)O)ccc2-c2ccc(F)cc2)cc1 | 9.7* | 0.1 | -5 | 10
Cc1ccccc1NC(=O)c1ccccc1C | -2.8 | -0.1 | -26 | -3
c1ccc(CNc2ncnc3c2[nH]c2ccccc23)cc1 | 1.8 | -0.1 | 8 | 4
CCOc1ccc(-n2nnc(C(=O)OCc3nc(-c4cccc(OC)c4OC)oc3C)c2C)cc1 | 1.6 | -0.3 | -1 | -13
Cc1ccccc1Nc1nc(-c2ccccc2Cl)nc2ccccc12 | 1.3 | -0.3 | 14 | 1

Screening data (PubChem BioAssay)
